APOBEC3G inh: inhibitors of human APOBEC3G DNA deaminase; recombinant A3G, ssDNA deamination FAM/TAMRA fluorescence; inhibition, % at 20 µM; actives 0.28% (n = 330,000);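 active means inhibition of at least 40% at 20 µM, with no more than 30% in the related APOBEC3A deaminase screen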;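 further: plate controls were DMSO wells with A3G for no effect and wells lacking A3G enzyme for full effect; some compounds called inactive have numbers as strong as hits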
hIAP inh: human IAP inhibition. inhibition, % at 10 µM. actives 0.12% (n = 330,000). AID 2544. purified IAP, CDP-Star luminescence, 30 min. P09923;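 active means inhibition reaching a set limit with compound at 10 µM in the primary screen, cut at about 35% in these data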;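 further: plate controls were DMSO wells with enzyme for no effect and no-enzyme buffer wells for full effect; values of inactives mirror those of a sister screen read the other way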
Target sequence (P09923 whole entry, looked up): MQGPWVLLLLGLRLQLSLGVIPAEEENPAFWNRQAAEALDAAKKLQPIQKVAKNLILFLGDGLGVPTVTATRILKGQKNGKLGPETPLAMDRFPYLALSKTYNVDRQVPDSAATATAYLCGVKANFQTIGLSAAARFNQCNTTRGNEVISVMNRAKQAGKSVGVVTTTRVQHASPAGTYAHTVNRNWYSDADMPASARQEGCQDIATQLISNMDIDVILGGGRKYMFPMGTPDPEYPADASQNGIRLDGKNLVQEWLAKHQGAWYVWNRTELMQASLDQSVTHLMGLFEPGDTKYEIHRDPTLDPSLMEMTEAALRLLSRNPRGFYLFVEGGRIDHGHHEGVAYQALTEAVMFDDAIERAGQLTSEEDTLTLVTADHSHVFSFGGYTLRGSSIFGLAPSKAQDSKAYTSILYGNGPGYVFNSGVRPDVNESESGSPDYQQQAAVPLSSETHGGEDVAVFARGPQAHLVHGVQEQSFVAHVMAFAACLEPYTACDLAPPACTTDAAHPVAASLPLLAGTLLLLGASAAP
mIAP act: increases mouse intestinal alkaline phosphatase activity. activation factor at 10 µM. muIAP, CDP-Star luminescence, 30 min; hits give high values; 1 = vehicle-only enzyme signal, 0 = enzyme-free wells. actives 0.24% (n = 330,000);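 active means activation factor of at least 2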; further: the source names both 10 and 20 µM as test concentration; values of inactives mirror those of a sister screen read the other way
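System: Mouse IAP enzyme | Also added: CDP-Star substrate | Dosing: Compounds dispensed in DMSO | Schedule: 30 min enzyme-substrate-compound incubation at room temperature | Technique: Chemiluminescence readout | Control set: DMSO-only wells and no-enzyme negative control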
MPTP inh: permeability transition pore inhibition | isolated mouse mitochondria, Ca2+ swelling absorbance, 30 min | actives 1.4% (n = 360,000) | inhibition, % at 10 µM;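 active means inhibition of 50% or more, scaled per plate between neutral and stimulator controls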;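 further: 0% = DMSO wells given calcium and 100% = 1 mM EGTA wells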
A3A deaminase: human APOBEC3A DNA deaminase inhibition. P31941. recombinant A3A, FAM/TAMRA ssDNA deamination fluorescence. inhibition, % at 20 µM. actives 0.41% (n = 330,000);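 active means at least 40% inhibition at 20 µM here, with at most 30% in a related deaminase screen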;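 further: plate controls were A3A with DMSO for no effect and wells lacking A3A enzyme for full effect; some results filed as inactive read as strong as hits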
Target sequence (P31941 whole entry, looked up): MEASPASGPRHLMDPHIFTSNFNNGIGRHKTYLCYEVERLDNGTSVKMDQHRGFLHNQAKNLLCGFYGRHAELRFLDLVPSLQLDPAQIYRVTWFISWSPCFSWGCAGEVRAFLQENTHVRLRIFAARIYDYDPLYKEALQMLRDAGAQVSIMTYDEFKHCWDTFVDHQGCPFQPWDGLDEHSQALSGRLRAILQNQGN
beta cell repl: induces beta-cell replication in MIN6 cells. MIN6 cells proliferation, ATPlite luminescence, 48 h; cells starved in 0.2% serum; 100% = growth in 10% serum. proliferation, % at 10 µM. actives 0.29% (n = 330,000). AID 2380;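 active means compounds whose signal lies at least 3.5 SD above the mean of all wells on their plate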;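 further: 0% = DMSO-treated cells in low-serum medium and 100% = 10% serum control; some compounds called inactive have numbers as strong as hits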
GRIN3A LBD mod: NR3A (human) ligand-binding domain modulation. NR3A LBD differential scanning fluorimetry, Tm shift; 0% = protein alone, 100% = glycine-bound protein. Tm shift relative to glycine control, % at 25 µM. actives 2.5% (n = 340,000). AID 1259313;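 active means melting temperature shift of at least 10% of the positive control shift, at one fixed dose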
mIAP block: mouse IAP inhibition; purified mouse IAP, CDP-Star luminescence, 30 min; inhibition, % at 10 µM; actives 0.2% (n = 330,000); AID 2806;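 active means inhibition of at least 40% at 10 µM in the primary screen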;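 further: plate controls were DMSO with enzyme for no effect and no enzyme wells for full effect; values of inactives mirror those of a sister screen read the other way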
hIAP act: human IAP activation | purified human IAP, CDP-Star luminescence, 30 min; hits give high values; 1 = vehicle-only enzyme, 0 = enzyme-free background | actives 0.16% (n = 330,000) | AID 2524 | activation factor at 10 µM;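 active means activation factor of the enzyme at least 2-fold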; further: the source names both 10 and 20 µM as test concentration; values of inactives mirror those of a sister screen read the other way
Numbers without * were called inactive; nt = not tested or not shown; & = joins results of further samples. Rows were taken by chance; any-hit rate near 5%.

SMILES	APOBEC3G inh	hIAP inh	mIAP act	MPTP inh	A3A deaminase	beta cell repl	GRIN3A LBD mod	mIAP block	hIAP act
COc1ccc(OCC(O)CN2CCCCC2)cc1 (stereo unspecified)	-1.3	-9.9	1.08	-0.5	-1.2	0.4	-1.4	-8.5	1.1
O=C(NCC(=O)N(Cc1ccco1)C(C(=O)NC1CCCCC1)c1cccnc1)c1ccco1 (stereo unspecified)	1.3	3.8	0.991	1.3	-2.8	0.0	0.7	0.9	0.962
O=C(Nc1ccccc1N1CCN(c2ccccc2)CC1)c1ccccc1F	-0.3	4.9	1	1.2	-0.1	-4.7	-0.6	-0.3	0.951
CCN(CC)c1ccc2c(C)cc(=O)oc2c1	-9.1	7.0	1.22	-1.2	-1.7	-3.7	0.1	-21.6	0.93
COc1cc(C2c3sc(=O)[nH]c3SC3C4CCC(C4)C23)ccc1O (stereo unspecified)	-5.3	-0.2	0.861	-2.4	2.6	-3.0	-0.8	13.9	1
COc1cccc(-c2sc3ccccc3c2-c2ccc(OCCN3CCCCC3)cc2)c1	-4.6	12.6	1.17	0.7	1.7	-6.1	0.5	-16.8	0.874
Nc1ccc(S(=O)(=O)Nc2ccc(C(=O)c3ccccc3)cc2)cc1	-4.7	-24.1	1.01	-0.1	-3.9	0.5	-7.9	-1.2	1.24
CCN1CCN(C(=O)C2CCCN(S(=O)(=O)c3cc(Cl)ccc3Cl)C2)CC1 (stereo unspecified)	-3.7	2.4	0.982	0.9	-1.6	4.3	-1.1	1.8	0.976
Cn1cnc2cc(NC(=O)c3cccs3)ccc21	-4.5	-5.9	0.983	0.5	-1.8	-1.9	-2.5	1.7	1.06
CN(C)Cc1nnnn1-c1cccc(-n2nnnc2CN(C)C)c1	-5.0	10.1	1.02	1.0	-2.4	8.0	1.1	-1.9	0.899
Cc1ccc(NC(=O)CCSCCc2ccccn2)cc1	-4.8	1.3	0.93	-1.3	0.7	0.5	0.5	7.0	0.987
CCCCCCC(=O)N/N=C/c1ccc(Br)cc1	-0.1	-7.0	0.862	9.8	-0.3	0.0	-7.7	13.8	1.07
COc1ccc(N2CCN(C(=O)c3ccc(CNS(=O)(=O)c4cccc(OC)c4)cc3)CC2)cc1	-7.4	-15.5	0.897	1.4	-6.2	0.9	1.1	10.3	1.16
CCn1c(=O)c(C(=O)CN2c3ccccc3CC2C)c(N)n(Cc2ccccc2)c1=O (stereo unspecified)	5.2	14.4	0.984	0.5	1.7	-3.1	-1.7	1.6	0.856
Cc1ccc(-c2nnc(SCC(=O)N/N=C/c3ccccc3C(=O)O)n2-c2ccc(Cl)cc2)cc1	-3.6	-5.1	0.95	1.7	-1.3	-0.3	0.3	5.0	1.05
O=C(Nc1cccc(F)c1)c1ccccc1	-5.9	11.4	0.991	-0.2	-5.4	2.5	-29.6	0.9	0.886
Cc1nc2ccc([N+](=O)[O-])cc2c(=O)n1Cc1cccc(Br)c1	-4.6	-20.3	0.928	0.9	16.1	0.0	-10.8	7.2	1.2
Cc1n[nH]c(=S)n1-c1ccccc1	-7.9	3.3	1.03	0.8	-5.0	-2.0	1.2	-3.0	0.966
CC1=NN(C(C#N)c2ccc([N+](=O)[O-])cc2)C(C)(C)C1 (stereo unspecified)	-3.6	6.8	1	nt	-1.5	-1.8	0.9	0.0	0.932
Cc1ccc(N2CC(NC(=O)C3CC3)CC2=O)cc1 (stereo unspecified)	-1.2	-1.6	0.965	-1.5	0.0	1.4	nt	3.5	1.02
O=C(Nc1cccc(NC(=O)c2ccccc2Cl)c1)c1cccs1	-4.2	-12.6	1.02	0.1	-0.7	-4.5	-11.7	-1.8	1.13
O=C1CCCC2=C1C1(CCCCC1)N=C(Nc1nc3ccccc3s1)N2	-2.0	17.4	0.898	3.7	1.0	-0.2	2.4	10.2	0.826
CSc1nnc(-c2sc3cc(C(F)(F)F)cnc3c2-c2ccccc2)n1C	-7.6	-22.7	0.937	0.1	-4.7	-2.1	-5.3	6.3	1.23
COc1ccc(NS(=O)(=O)c2ccc(O)c(C(=O)OCC(=O)NC3CCCCC3)c2)cc1	2.9	2.8	0.846	-2.0	14.9	-1.8	-7.4	15.4	0.972
COC(=O)CNC(=O)CSc1nc2c(sc(=S)n2-c2ccccc2)c(=O)[nH]1	-0.3	6.4	0.983	0.5	-1.5	0.4	-0.2	1.7	0.936
The results go on:
SMILES	APOBEC3G inh	hIAP inh	mIAP act	MPTP inh	A3A deaminase	beta cell repl	GRIN3A LBD mod	mIAP block	hIAP act
COC(=O)COC(=O)c1ccccc1NC(=O)c1ccccc1	3.2	0.3	0.926	1.2	1.1	-3.1	0.9	7.4	0.997
O=C(CCn1cnnn1)N1CCCC(Nc2ccc(F)cc2)C1 (stereo unspecified)	0.3	-0.1	1.12	0.1	-3.5	1.0	1.8	-11.6	1
O=C(Nc1ccc(S(=O)(=O)Nc2ncccn2)cc1)C1COc2ccccc2O1 (stereo unspecified)	-5.1	5.6	0.918	-0.5	-0.8	-1.4	0.5	8.2	0.944
COCC(C)(C)COS(N)(=O)=O	-7.5	-0.4	1.03	0.8	-0.5	-1.9	-2.7	-2.8	1
Cc1ccccc1-n1nc(C)c2cc(C(=O)N3CCOCC3)sc21	-5.1	15.6	0.984	-0.4	-0.1	0.9	0.7	1.6	0.844
Cc1ccc(NC(=S)N(Cc2ccc(Br)cc2)Cc2ccc(C(=O)O)cc2)cc1C	-6.0	5.0	0.983	-0.8	2.1	-4.3	-7.5	1.7	0.95
CC(=O)NS(=O)(=O)c1cccnc1Nc1cccc(Cl)c1	-5.6	-1.9	1.18	-1.2	-0.4	-2.2	0.0	-17.9	1.02
COc1ccccc1-n1c(-c2ccccc2)c[n+]2c1CCc1ccccc1-2	2.0&-7.8	19.3&1.8	1.07&0.989	8.5&0.3	3.8&-1.8	-5.6&-6.5	-2.2&-1.1	-6.9&1.1	0.807&0.982
CC1Cc2ccccc2N1C(=O)CN1CCc2ccccc2C1 (stereo unspecified)	-9.8	5.6	0.992	13.1	-4.4	0.1	0.1	0.8	0.944
Cc1ccc(S(=O)(=O)N2CCN(C(=O)CCC(=O)OCC(=O)Nc3cccc(C#N)c3)CC2)cc1	-3.1	4.5	0.984	1.8	-1.2	-0.2	8.3	1.6	0.955
CCc1ccc(NC(=O)Cn2c(=O)n(CCC(=O)NC3CCN(Cc4ccccc4)CC3)c(=O)c3ccccc32)cc1	0.7	-8.9	1.06	-1.2	11.0	-1.8	0.5	-5.6	1.09
CCN(c1ccccc1)S(=O)(=O)c1nnc(NC(=O)c2ccco2)s1	-8.6	6.2	0.914	2.9	-1.5	-3.3	0.2	8.6	0.938
O=C(NCCS(=O)(=O)NCc1ccccc1)c1ccc2c(c1)OCO2	-4.7	1.2	0.976	-1.0	0.1	1.7	-0.9	2.4	0.988
C/C(=N/NC(=O)Cc1cccn1C)c1ccccc1	-0.2	-5.8	0.941	-0.8	-6.1	-1.9	0.5	5.9	1.06
CN1CCN(S(=O)(=O)c2ccc(NC(=O)Cc3ccc([N+](=O)[O-])cc3)cc2)CC1	5.2	6.6	1.01	-1.2	-4.0	-1.3	-1.6	-0.8	0.934
CCCCN(CC)CCCNC(=O)c1cc2c(=O)n(C)c3ccccc3c2n1C	8.8	21.5	1.01	-1.6	3.5	-1.9	3.5	-1.3	0.785
Cc1ccc(S(=O)(=O)c2c(C)cc(-c3ccccc3)[nH]c2=O)cc1	-5.7	-22.9	1.03	6.4	-6.4	-2.5	0.5	-3.0	1.23
Cc1ccccc1-c1nnc(SCC(=O)Nc2c(C)n(C)n(-c3ccccc3)c2=O)o1	-9.4	9.7	0.939	-0.2	-4.1	-1.6	0.8	6.1	0.903
CC(C)COc1ccc(C(=O)N/N=C/c2ccoc2)cc1	-4.8	0.2	0.995	-0.1	3.5	-4.3	-0.6	0.5	0.998
O=C(CCN1C(=O)C2(OCCO2)c2ccccc21)c1ccccc1	-3.2	21.7	1.01	-3.5	-4.5	-1.2	-1.3	-1.1	0.784
Cc1cc(=O)n(C)c(=O)n1CCCCCCN1CCCC1	-4.6	7.9	1.1	-0.7	-3.1	-3.0	-0.7	-10.3	0.921
Cc1c(/C=C(\C#N)C(=O)NCc2ccccc2)cc(C#N)n1C	-2.1	-1.6	0.956	-0.1	2.1	0.0	-0.2	4.4	1.02
O=[N+]([O-])c1cc(Cl)ccc1N1CCCCC1	-0.9	-7.9	1	-0.9	5.4	-2.9	-0.3	0.0	1.08
Cc1nnc(SCc2ccccn2)n(N)c1=O	-2.2	-21.9	1.11	-3.9	-0.9	0.0	0.8	-10.9	1.22
Cn1cccc1C(C#N)c1cccc(F)c1C#N (stereo unspecified)	-2.3	-2.1	0.882	-0.7	-2.9	-5.5	-0.1	11.8	1.02

Five structures already listed, ordered by SMILES length, lowest first.
SMILES	APOBEC3G inh	hIAP inh	mIAP act	MPTP inh	A3A deaminase	beta cell repl	GRIN3A LBD mod	mIAP block	hIAP act
COCC(C)(C)COS(N)(=O)=O	-7.5	-0.4	1.03	0.8	-0.5	-1.9	-2.7	-2.8	1
Cc1ccc(NC(=O)CCSCCc2ccccn2)cc1	-4.8	1.3	0.93	-1.3	0.7	0.5	0.5	7.0	0.987
CC1=NN(C(C#N)c2ccc([N+](=O)[O-])cc2)C(C)(C)C1 (stereo unspecified)	-3.6	6.8	1	nt	-1.5	-1.8	0.9	0.0	0.932
Cc1ccc(NC(=S)N(Cc2ccc(Br)cc2)Cc2ccc(C(=O)O)cc2)cc1C	-6.0	5.0	0.983	-0.8	2.1	-4.3	-7.5	1.7	0.95
Cc1ccccc1-c1nnc(SCC(=O)Nc2c(C)n(C)n(-c3ccccc3)c2=O)o1	-9.4	9.7	0.939	-0.2	-4.1	-1.6	0.8	6.1	0.903

Additional results:
SMILES	APOBEC3G inh	hIAP inh	mIAP act	MPTP inh	A3A deaminase	beta cell repl	GRIN3A LBD mod	mIAP block	hIAP act
Cc1ccc(C(=O)NNC(=O)C2CCN(Cc3ccccc3)CC2)cc1	-7.5	-15.5	0.951	-1.1	-2.9	0.8	-2.9	4.9	1.16
Cc1ccsc1/C=C1/SC(=O)N(CC(=O)N2CCCC2)C1=O	-5.3	-13.1	0.925	-0.6	-2.2	-4.1	0.1	7.5	1.13
CC(CN1CCCC1)OC(=O)c1ccc(Cl)cc1Cl (stereo unspecified)	-4.3	-20.6	1.14	-0.3	-4.1	2.1	-0.3	-14.2	1.21
O=C(Nc1ccccc1C(F)(F)F)NC1CCCCC1	2.6	1.8	0.959	0.4	7.2	-1.5	-1.1	4.1	0.982
CSc1ccccc1NC(=O)Cn1nnc(-c2ccc(S(C)(=O)=O)cc2)n1	-9.2	10.7	0.942	2.7	-4.2	-1.3	0.2	5.8	0.893
COc1ccc(-n2c(SC3CCOC3=O)nc3ccccc3c2=O)cc1OC (stereo unspecified)	-7.0	-13.3	1.01	-0.5	-3.2	0.0	-1.1	-1.3	1.13

Compounds above that have a COOH group:
SMILES	APOBEC3G inh	hIAP inh	mIAP act	MPTP inh	A3A deaminase	beta cell repl	GRIN3A LBD mod	mIAP block	hIAP act
Cc1ccc(-c2nnc(SCC(=O)N/N=C/c3ccccc3C(=O)O)n2-c2ccc(Cl)cc2)cc1	-3.6	-5.1	0.95	1.7	-1.3	-0.3	0.3	5.0	1.05
Cc1ccc(NC(=S)N(Cc2ccc(Br)cc2)Cc2ccc(C(=O)O)cc2)cc1C	-6.0	5.0	0.983	-0.8	2.1	-4.3	-7.5	1.7	0.95

From PubChem
